Source: PubChem
Pol III holo inh – blocks replication by bacterial DNA polymerase III holoenzyme; reconstituted DNA polymerase III holoenzyme replication, biochemical; Potency, µM (titrated, usually from 57.1 µM), for the others: at the top dose activity change, negative = inhibition; 71,000 tested, 0.25% active; AID 603; further: potency means the concentration at half of the fitted maximal effect; on the % scale 0 is the no-effect control and ±100 the full control effect
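Reconstituted *E. coli* holoenzyme (0.35 nM Pol III, 1 nM beta, 154 nM SSB, 2 nM primase) was preincubated with compound for 15 min at RT. Synthesis on 1.4 nM ssM13Gori ran 35 min, then was stopped with PicoGreen/EDTA and read as dsDNA fluorescence.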
CRE Fsk mod – CRE-bla signaling modulation under forskolin stimulation; CHO CRE-bla reporter (cAMP response element driving beta-lactamase), forskolin EC10, beta-lactamase ratio; Potency, µM (doses to about 38.2 µM), inactives show at the top dose activity change, negative = inhibition, hits mostly activators; 71,000 tested, 2.5% active; AID 662; active means well fitted activation curve with a large enough effect in the signal ratio, with a control signal flat, not every such curve was filed as active; inconclusive means small, poorly fitted or top-dose-only effect, or effect the other way, or a change in a side signal; the % refers to the signal ratio; further: potency means the concentration at half of the fitted maximal effect; % of control where 0% means no effect
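CRE-bla CHO reporter cells treated with compound titration plus EC10 NKH 477 (water-soluble forskolin), incubated 3 h at 37 °C; CCF4 loading 2 h at room temperature, 460/530 nm emission ratio read, AC50 values derived for positive or negative modulators.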
Rhodamine fluor – rhodamine region autofluorescence. Rhodamine-region fluorescence, 547/598 nm, Tris buffer; active compounds read high. max dye-equivalent concentration, M. 59,000 tested, 0.05% active. AID 594; in the data active means max dye-equivalent concentration above about 11 nM; inconclusive means between about 1.1 nM and that limit
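Compound fluorescence in 100 mM Tris, pH 8.0, read after 15 min at room temperature with 547 nm excitation and 598 nm emission. Output is dye-equivalent concentration from an on-plate rhodamine standard series.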
FLuc inh – blocks Photinus pyralis firefly luciferase activity; P08659; purified firefly luciferase, luminescence, 8 min; Potency, µM (top dose mostly 57.1 µM), without a hit: at the highest dose activity change, negative = inhibition, actives largely listed as inhibitors; 72,000 tested, 2.2% active; further: potency means the concentration at half of the fitted maximal effect; on the % scale 0 is the no-effect control and ±100 the full control effect; nearly all actives have a fitted effect of over 40% in size
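Inhibition of light generation by firefly luciferase from ATP and luciferin was profiled with concentration-response curves per sample, ATP held at 10 uM within the enzyme's linear range. Plates were read by luminescence after an 8-minute ambient incubation.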
HBB splice mod – hemoglobin beta splicing modulation. Potency, µM (highest dose often 46.1 µM), for inactives: top-dose activation, most hits filed as activators. HBB splicing reporter cell assay, activation; EGFP reporter with mutant IVS2-654 intron; response scale: normalised to 500 nM splice-correcting PNA. 65,000 tested, 0.06% active; further: potency means the concentration at half of the fitted maximal effect; 0% is about no effect
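Compounds were applied for 2 days to HeLa EGFP-654 cells, 500/well in Optimem with 2% FCS. The reporter's EGFP is disrupted by mis-splicing of beta-globin intron IVS2-654. Readout: summed well GFP fluorescence from 488 nm laser scanning; reference was 500 nM antisense […] 654 PNA.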
ALOX15 inhib – blocks human 15-lipoxygenase activity. P16050. purified 15hLO-1, xylenol orange hydroperoxide absorbance. Potency, µM (titrated, usually from 57.1 µM), for inactives: at the top dose activity change, negative = inhibition, most hits filed as inhibitors. 74,000 tested, 1.4% active. AID 887; further: potency means the concentration at half of the fitted maximal effect; on the % scale 0 is the no-effect control and ±100 the full control effect; nearly all actives have a fitted effect of over 55% in size
Target sequence (P16050 whole entry, looked up): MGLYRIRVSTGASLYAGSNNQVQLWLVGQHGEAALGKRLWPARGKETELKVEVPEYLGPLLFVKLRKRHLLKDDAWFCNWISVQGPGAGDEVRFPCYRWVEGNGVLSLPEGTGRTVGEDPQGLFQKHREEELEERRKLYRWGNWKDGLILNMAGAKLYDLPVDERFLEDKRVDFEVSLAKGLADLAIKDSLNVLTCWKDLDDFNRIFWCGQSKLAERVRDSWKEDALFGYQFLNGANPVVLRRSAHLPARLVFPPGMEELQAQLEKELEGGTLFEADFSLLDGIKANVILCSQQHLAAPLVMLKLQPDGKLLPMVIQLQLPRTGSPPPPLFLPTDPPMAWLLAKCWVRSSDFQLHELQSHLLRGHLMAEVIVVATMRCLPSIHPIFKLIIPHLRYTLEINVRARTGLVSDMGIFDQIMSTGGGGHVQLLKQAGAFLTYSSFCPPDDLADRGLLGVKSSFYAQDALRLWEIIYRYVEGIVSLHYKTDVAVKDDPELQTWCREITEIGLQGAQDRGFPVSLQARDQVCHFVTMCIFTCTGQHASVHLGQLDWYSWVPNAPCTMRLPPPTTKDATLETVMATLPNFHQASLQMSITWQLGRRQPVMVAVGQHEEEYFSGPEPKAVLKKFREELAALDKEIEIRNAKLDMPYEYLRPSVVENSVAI
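Quantitative HTS in 25 mM Hepes pH 7.5 containing 0.01% Triton X-100: human 15hLO-1 at 40 nM, arachidonic acid at 50 uM, 6 min turnover. Product quantified via ferrous oxidation/xylenol orange, 573:405 nm absorbance ratio.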
Hsp90 Hop PPI – changes Hsp90-Hop TPR2A binding signal, up or down. Potency, µM (doses to about 57 µM), for inactives: at the highest dose activity change, negative = inhibition. 71,000 tested, 0.44% active. AlphaScreen TPR2A-His6 binding biotin-Hsp90 C-terminal peptide; active means well fitted curve in either direction with a large enough effect; inconclusive means small, poorly fitted or top-dose-only effect, or another doubt; further: potency means the concentration at half of the fitted maximal effect; on the % scale 0 is the no-effect control and ±100 the full control effect; many of its hits are not listed in these tables
Texas Red fluor – compounds fluorescent in Texas Red spectral region; AID 587; Compound fluorescence, Texas Red channel, 547/618 nm; active compounds read high; max dye-equivalent concentration, M; 59,000 tested, 0.06% active; in the data active means max dye-equivalent concentration above about 10 nM; inconclusive means between about 1.1 nM and that limit
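Dye-equivalent concentrations come from scaling compound signal (ex 547, em 618 nm) to six Texas Red standard concentrations run on every plate, after 15 min room-temperature incubation in pH 8.0 Tris (100 mM).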
ERK AVP block – inhibitors of vasopressin-stimulated ERK signaling pathway. HEK293-V1b, vasopressin-stimulated pERK AlphaScreen. Potency, µM (doses to about 57.5 µM), inactives show at the highest dose activity, negative = inhibition, hits mostly inhibitors. 72,000 tested, 0.99% active. AID 995; further: potency means the concentration at half of the fitted maximal effect; on the % scale 0 is the no-effect control and ±100 the full control effect; nearly all actives have a fitted effect of over 55% in size
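Phosphorylated ERK1/2 detected via AlphaScreen bead proximity in lysates of V1b-expressing HEK293 cells given 25 nM vasopressin for 5 min after 30 min compound exposure (37 °C). AC50 from Hill equation; basal DMSO 0%, vasopressin 100%.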
HADH2 inhib – HADH2 (human) dehydrogenase inhibition; Potency, µM (series often up to 57.1 µM), for inactives: at the top dose activity change, negative = inhibition, actives largely listed as inhibitors; 73,000 tested, 3.4% active; Q99714; recombinant HADH2, NADH fluorescence, beta-hydroxybutyryl-CoA; further: potency means the concentration at half of the fitted maximal effect; on the % scale 0 is the no-effect control and ±100 the full control effect; nearly all actives have a fitted effect of over 60% in size; many of its hits are not listed in these tables
Target sequence (Q99714 whole entry, looked up, one chain of several): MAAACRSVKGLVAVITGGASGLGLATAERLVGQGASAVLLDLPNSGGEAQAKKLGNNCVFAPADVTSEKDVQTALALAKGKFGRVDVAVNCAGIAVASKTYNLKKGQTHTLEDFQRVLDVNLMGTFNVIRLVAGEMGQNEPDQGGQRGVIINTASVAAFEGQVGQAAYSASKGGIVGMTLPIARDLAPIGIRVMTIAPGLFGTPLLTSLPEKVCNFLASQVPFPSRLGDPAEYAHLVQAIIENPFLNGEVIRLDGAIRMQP
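Buffer 100 mM Tris-HCl pH 9.0/0.01% Tween-20; HADH2 20 nM; NAD+ 1 mM; beta-hydroxybutyryl-CoA 90 uM (all final). 15 min cpd preincubation, RT.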
Tau filament bind – tau filament binding | 71,000 tested, 2% active | P10636 | recombinant tau filaments, thioflavin S fluorescence, 15 h; filaments grown with octadecylsulfate alongside compound | Potency, µM (top dose mostly 57.1 µM), inactives show at the top dose activity change, negative = inhibition;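 further: potency means the concentration at half of the fitted maximal effect; on the % scale 0 is the no-effect control and ±100 the full control effect; actives lower thioflavin S fluorescence by blocking filaments or displacing dye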
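His-tagged recombinant human tau (exons 2, 3 and 10 included), 1 uM, was induced to fibrillize by 30 uM sodium octadecylsulfate with compound present. After 15 h at 37 C, thioflavine S fluorescence (ex 450, em 510 nm) was read.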
* hit, by the source's call; i = inactive; ? = inconclusive; nt = not tested or not shown; [ ] = another dose, or the depositor's remark. Unless noted, the call rests on the fitted dose curve; in most records, active means well fitted curve in the direction sought with a large enough effect; inconclusive means small, poorly fitted or top-dose-only effect, or another doubt; inactive means no such curve, though single readings can be large; an effect the other way counts as inactive or inconclusive. These rows are one share of the data; the hit share may differ from the screen's.

mol | Rhodamine fluor | HADH2 inhib | FLuc inh | Tau filament bind | ERK AVP block | Hsp90 Hop PPI | CRE Fsk mod | Texas Red fluor | Pol III holo inh | ALOX15 inhib | HBB splice mod
O=C(Nc1ccccn1)c1cccc(S(=O)(=O)N2CCOCC2)c1 | nt | 0.7% | 2.3% | -8.4% | 4.4% | -1.5% | 0.4% | nt | -2.6% | 6.6% | -0.4%
CCOC(=O)c1oc2c(O)c(O)ccc2c(=O)c1-c1nncn1-c1ccccc1 | i | ? | 0.0% | -4.0% | -8.1% | -10.0% | 2.0% | i | -7.3% | -3.8% | 0.8%
C[C@H](OP(=O)(O)O)[C@H](N)C(=O)O | i | -2.6%[11.4 µM] | 3.0%[11.4 µM] | 6.7%[11.4 µM] | 12.9%[11.5 µM] | -0.8%[11 µM] | -4.7%[7.6 µM] | i | -11.5%[11.4 µM] | 3.4%[11.4 µM] | 4.8%[9.22 µM]
O=C(CN(C(=O)CCC(=O)Nc1nccs1)c1ccc(F)cc1)NCC1CCCO1 (stereo not given) | i | 6.0% | 1.8% | 4.9% | -1.1% | 1.3% | -0.9% | i | -1.5% | 6.0% | -7.2%
COCN(C#N)c1nc(OC)nc(OC)n1 | nt | 5.4% | 0.9% | 3.8% | 7.7% | -3.4% | 13.2% | nt | -3.7% | -3.7% | 0.9%
CC1=C(CC[C@H](C)CO)O[C@@H]2C[C@@H]3[C@H]4CC[C@H]5C[C@@H](O)CC[C@]5(C)[C@@H]4CC(=O)[C@@]3(C)[C@@H]12 | i | 5.8%[11.4 µM] | 1.2%[11.4 µM] | 24.6%[11.4 µM] | 0.1%[11.5 µM] | -6.1%[11 µM] | 16.2%[7.6 µM] | ? | -3.2%[11.4 µM] | 18.5%[11.4 µM] | -2.9%[9.22 µM]
CCN1C(=O)CC(N2CCN(c3ccc(Cl)cc3)CC2)C1=O (stereo not given) | nt | 5.0% | 1.8% | 3.4% | 6.1% | -2.8% | 1.6% | nt | -1.0% | 4.5% | 2.8%
Cc1cc2c(cc1C)/C(=C\C(N)=O)NC(C)(C)C2 | i | -9.3% | -2.6% | 2.7% | 19.9% | -3.5% | -22.0% | i | -0.2% | -5.3% | 1.6%
CC(C)(C)C1CCc2onc(C(=O)Nc3cnn(Cc4ccc(F)cc4)c3)c2C1 (stereo not given) | i | 11.8% | 1.5% | 95.8% | 28.9% | -10.9% | 20.6% | i | -6.7% | -9.4% | 1.6%
CC(=O)Nc1ccc(NS(=O)(=O)c2cn(C)c(=O)n(C)c2=O)cc1 | nt | -2.0% | 0.1% | 0.6% | nt | -3.9% | 27.9% | nt | 0.9% | -3.2% | 0.6%
O=C(Nc1ncnc2c1CCC2)C12CC3CC(CC(C3)C1)C2 | i | 21.4% | 1.8% | 10.7% | -9.1% | -0.8% | ? | i | -3.0% | 3.4% | 2.2%[0.369 µM]
O=C1CCC(c2ccc(-n3ccnc3)cc2)=NN1 | i | 25.1% | 4.9% | 0.6% | ? | -8.0% | 0.8% | i | -0.2% | -5.6% | 2.0%
CC(=O)OC[C@@H]1O[C@@H](O/N=C2/C[C@@H](O)[C@@H](O)[C@@H]3[C@@H]4C(=O)N(C(C)(C)C)C(=O)[C@H]4CC[C@@H]23)[C@H](OC(C)=O)[C@H](OC(C)=O)[C@@H]1OC(C)=O | nt | 4.0%[11.4 µM] | 0.3%[11.4 µM] | nt | 27.6%[11.5 µM] | nt | nt | nt | nt | 6.5%[11.4 µM] | 1.4%[9.22 µM]
Cc1cccc(-c2nc(C#N)c(N3CCCCCC3)o2)c1 | i | ? | -7.2% | 17.7% | ? | ? | ? | i | 3.2% | -6.7% | -1.6%
COc1ccc(C2C(CC(=O)O)=C(O)C(=O)N2c2ccccc2)cc1 (stereo not given) | i | ? | -0.1% | -23.9% | 10.2% | -4.4% | -1.6% | i | -6.9% | -18.5% | -1.9%[57.5 µM]
CCOc1ccc(-c2cc(CCCC(=O)NCc3ccco3)no2)cc1 | nt | -2.9% | ? | 287.1% | -7.3% | -4.9% | 3.2% | nt | -2.4% | -8.4% | -1.1%
NC(=O)CSc1nnc(C2CC2)n1Cc1ccccc1 | i | ? | 2.1% | 13.6% | -10.3% | -1.9% | 9.4% | ? | 1.8% | 9.6% | -5.8%
COc1ccc(C(c2nnnn2C2CCCC2)N2CCC(C)CC2)cc1 (stereo not given) | i | -3.5% | -2.5% | -3.7% | 7.7% | 11.4% | 2.2% | i | 5.0% | -1.7% | nt
Cc1cc(C)cc(OCC(=O)N2CCCCCC2)c1 | i | 8.5% | -6.0% | -8.6% | 4.9% | -0.4% | -3.0% | i | -3.1% | -11.4% | 3.1%
Cc1cc(C)nc(N2CCC(CNC(=O)CCc3ccccc3)CC2)n1 | i | -7.8% | -1.2% | -11.7% | 3.4% | -0.2% | 8.6% | i | -1.0% | -5.8% | -2.2%
C[N+]1(CCOS(=O)C23CC4CC(CC(C4)C2)C3)CCOCC1 (stereo not given) | i | -9.2% | 1.3% | -0.2% | 22.0% | -0.1% | -6.2% | i | -0.8% | -0.5% | 0.1%[57.5 µM]
Cc1ccc(C)c(S(=O)(=O)N2CCC(c3nc4c(nnn4Cc4ccc(F)cc4)c(=O)[nH]3)CC2)c1 | i | -8.2% | 0.8% | 208.1% | 7.2% | -2.3% | 20.5% | i | 2.9% | -25.6% | -5.0%
CCOc1ccccc1C(=O)Nc1ccccc1O | i | 0.8% | -0.1% | -10.8% | ? | 1.9% | 7.9% | i | 0.0% | -15.8% | -1.1%
COc1ccc(-c2cc(C(=O)NCC(C)C)no2)cc1 | i | 16.4% | -12.9% | 0.7% | 5.7% | -1.5% | ? | i | -4.1% | -0.9% | -5.7%
CC(C)C(c1nnnn1CC1CCCO1)N1CCN(Cc2ccc3c(c2)OCO3)CC1 (stereo not given) | i | -6.1% | -1.0% | -6.6% | -7.5% | -1.0% | 6.4% | ? | -1.6% | 0.4% | 0.0%[57.5 µM]
COC(=O)CSc1nnc(C2COc3ccccc3O2)n1-c1ccccc1 (stereo not given) | i | 2.6% | -2.4% | 7.9% | ? | -5.4% | -0.8% | i | -2.3% | 5.3% | -0.5%
CCOC(=O)c1c(C)nc2c(C#N)cnn2c1C | i | ? | -0.2% | -5.2% | -26.4% | -5.4% | ? | ? | 0.5% | 4.8% | -0.1%
CC(=O)N1CCN(c2ccc(NCc3ccc(C)s3)cc2)CC1 | nt | -3.3% | -4.4% | ? | -3.0% | -3.8%[2.3 µM] | 3.6% | nt | 1.5% | 10µM* | -1.2%
O=C(OCCO)c1cc(Cl)c(C(=O)OCCO)cc1Cl | nt | -1.6% | 2.2% | -4.9% | 0.5% | -5.0% | 1.6% | nt | -1.6% | 6.2% | -0.7%
COc1ccc(CNC(=O)C(OC(C)=O)c2ccccn2)cc1 (stereo not given) | i | 8.9% | 3.9% | -13.0% | 11.9% | -1.6% | 0.5% | i | -7.2% | 2.1% | nt
COc1ccc(-n2nnc3c(=O)n(C/C=C/c4ccccc4)cnc32)cc1 | i | 9.1% | 3.4% | 70.7% | 4.6% | 2.6% | 1.5% | i | -0.3% | -5.9% | -2.2%[1.84 µM]
CN1CCN(S(=O)(=O)c2ccc(NC(=O)C3CCCO3)cc2)CC1 (stereo not given) | i | 6.1% | 3.6% | ? | 14.2% | -2.5% | ? | i | -11.2% | 5.4% | -0.9%
Cc1nnc(C)c2c(C)n(Cc3ccc4c(c3)OCO4)c(C)c12 | i | -28.1% | 4.9% | 24.8% | -8.0% | -18.3% | -10.1% | i | -11.3% | -16.8% | 1.1%[1.84 µM]
CC(C)=CC(=O)N1CCCc2ccccc21 | i | 6.2% | 2.2% | -7.6% | -17.0% | 1.3% | -9.0% | i | 1.1% | -1.3% | -1.5%
O=C(CCN1CCCCC1)Nc1ccc(Br)cc1 | i | 1.4% | 0.2% | -14.0% | 28.2% | 3.8% | -13.9% | i | -2.0% | 4.2% | 0.8%
Cc1nn(-c2ccccc2)cc1/C=N/O | i | -4.9% | -3.1% | 5.0% | -20.7% | -0.9% | -3.6% | i | -4.5% | 2.1% | -0.4%[57.5 µM]
O=C(NCc1ccco1)c1ccccc1NC(=O)C1CC(=O)N(c2ccc(Cl)cc2)C1 (stereo not given) | i | 15.0% | 1.9% | 3.9% | -28.2% | -5.9% | -7.7% | i | 0.6% | 8.2% | -0.2%
